KAT2A inh = blocks human GCN5L2 histone acetyltransferase; AID 504327; Potency, µM (top dose mostly 58.9 µM), for the others: at the top dose activity change, negative = inhibition, usual class: inhibitors; GCN5L2 HAT assay, ThioGlo1 CoA-SH fluorescence; actives 0.21% (n = 390,000)
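GCN5L2 (20 nM) in 50mM HEPES pH 7.5, 0.1mM EDTA, 0.01% Tween-20 preincubated 15 min with compounds at room temperature. Reaction started with H3(1-25) 75uM, acetyl-CoA 70uM, ThioGlo1 50uM; CoA-thiol fluorescence (Ex340/Em540) read at 0 and 20 min.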
N370S GC = N370S glucocerebrosidase modulation, Gaucher chaperone candidate; P04062; N370S GC spleen homogenate, 4MU-glucoside fluorescence; Potency, µM (doses to about 59.4 µM), without a hit: top-dose activity change, negative = inhibition, usual class: inhibitors; actives 0.092% (n = 330,000); AID 2101;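 further: 0% = full enzyme activity and -100% = no enzyme basal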
FEN1 inhibitor = blocks human flap endonuclease 1; AID 588795; Recombinant FEN1 flap cleavage, fluorescence, 15 min; Potency, µM (doses to about 114 µM), for inactives: top-dose activity change, negative = inhibition, hits mostly inhibitors; actives 0.35% (n = 390,000); further: nearly all actives have a fitted effect of over 65% in size
Target sequence (P39748 whole entry, looked up): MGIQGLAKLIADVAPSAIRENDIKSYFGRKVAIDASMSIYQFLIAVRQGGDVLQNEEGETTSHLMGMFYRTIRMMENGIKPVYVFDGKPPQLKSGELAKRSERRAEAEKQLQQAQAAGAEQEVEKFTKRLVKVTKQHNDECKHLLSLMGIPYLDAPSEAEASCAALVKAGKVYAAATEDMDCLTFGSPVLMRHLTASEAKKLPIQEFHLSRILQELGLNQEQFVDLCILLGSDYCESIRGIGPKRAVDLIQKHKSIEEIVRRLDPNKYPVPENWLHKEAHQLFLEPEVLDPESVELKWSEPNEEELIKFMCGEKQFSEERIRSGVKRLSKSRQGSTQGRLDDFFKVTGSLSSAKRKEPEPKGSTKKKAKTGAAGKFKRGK
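FEN1 at 10 nM, compound pretreatment for 15 min (room temperature), 50 nM final substrate to initiate; endpoint reads at 0 and 15 min; DMSO-only plates used as vehicle background.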
Active calls of the source: *; ? = inconclusive; / = no result given; & = joins results of further samples. The call rests on the fitted dose curve; in most records, active means well fitted curve in the direction sought with a large enough effect; inconclusive means small, poorly fitted or top-dose-only effect, or another doubt; inactive means no such curve, though single readings can be large; an effect the other way counts as inactive or inconclusive. Unless noted, on the % scale 0 is the no-effect control and ±100 the full control effect; potency means the concentration at half of the fitted maximal effect.

Every second line gives: KAT2A inh, N370S GC, FEN1 inhibitor
COC(=O)c1ccc(Oc2nc(SC)nc(N(C)C)n2)cc1
 : -4.8%, 9.2%, 32.2%
Cc1ccc(Cl)cc1NS(=O)(=O)c1cn(C)nc1C
 : -13.9%, -0.7%, 2.0%
CCOc1ccc(NC(=O)N2CCN(c3nc4ccccc4s3)CC2)cc1
 : 3.3%, -11.8%, -9.1%
O=C(CCN1C(=O)/C(=C\c2ccc(F)cc2)SC1=S)Nc1ccc(O)cc1
 : -4.6%, -4.4%, -1.4%
CCOc1ccc(S(=O)(=O)Nc2cc3c(C(=O)OC)c(COC)oc3c3ccccc23)cc1
 : -2.3%, /, -0.3%
Fc1ccc(CNc2ncnc3c2c(-c2ccccc2)cn3-c2ccccc2)cc1
 : 4.1%, /, 8.5%
Cc1ccc(NC(=O)Nc2ccc(C(=O)N3CCOCC3)cc2)cc1
 : 0.2%, ?, 0.4%
Cc1ccc(/C=N/NC(=O)C(c2ccncc2)N2CCOCC2)cc1 (centres undefined)
 : -10.6%, 3.9%, -4.7%
O=C(COc1ccccc1Cl)N1CCc2ccccc21
 : -8.1%, 2.1%, -4.9%
O=[N+]([O-])c1cc([N+](=O)[O-])c(Oc2cc(Cl)cc(Cl)c2)cc1NN1CCCCC1
 : 0.3%, 0.6%, -4.3%
C=CCNC(=O)CSc1nnc(-c2ccc(S(=O)(=O)N3CCCC3)cc2)n1C
 : -11.7%, 1.1%, 5.5%
N#CC1=C(N)Oc2c(ccc3cccnc23)C1c1ccccc1 (centres undefined)
 : -6.3%, -14.4%, -13.9%
O=C(COC(=O)CNC(=O)c1ccccc1)NCCc1ccccc1
 : -0.8%, 2.3%, -6.6%
COc1ccc(CN=C2NC(=O)CC(C(=O)Nc3ccc([N+](=O)[O-])cc3C)S2)cc1 (centres undefined)
 : 0.9%, -2.9%, 0.7%
Cc1cc(C(=O)OCC(=O)NCc2ccco2)c(C)n1-c1ccccc1
 : -12.6%, 4.7%, 2.0%
O=C(CCCNS(=O)(=O)c1cccc2nsnc12)NCCc1ccccc1
 : -8.9%, 0.0%, -5.3%
O=C(NNS(=O)(=O)c1ccc(F)cc1)C1CC(c2cccnc2)=NO1 (centres undefined)
 : -8.3%, 6.8%, -0.3%
O=C(Nc1ccccc1C(=O)N/N=C/c1ccco1)c1ccccc1
 : -0.8%, -19.9%, -1.1%
COc1ccc(C2CC(c3cccc(Cl)c3)=NN2c2ccc(S(N)(=O)=O)cc2)cc1 (centres undefined)
 : 0.8%, /, 6.5%
Cc1ccccc1OCC(=O)OCC(=O)c1ccc(OCc2ccccc2)cc1
 : -9.7%, 4.6%, 13.4%
CC(C)c1nc(C#N)c(NN)o1
 : -2.0%, -9.4%, -3.2%
CCc1ccc(NC(=O)Cn2c(=O)n(CCC(=O)N3CCc4ccccc4C3)c(=O)c3ccccc32)cc1
 : 17.4%, /, 20.8%
C=CCN(CC=C)CCOc1ccc(OC(C)C)cc1
 : -2.6%, -12.1%, -5.4%
CCc1ccc2[nH]c(=O)c(CN(Cc3ccc4c(c3)OCO4)C(=O)c3ccco3)cc2c1
 : 6.5%, 12.1%, 6.9%
COc1cccc(-c2cc(C(F)(F)F)nc(NCCc3ccccc3)n2)c1
 : -22.0%, /, -16.6%
COc1cccc(OC)c1OCCCCCc1c(C)n[nH]c1C
 : -4.2%, -7.5%, 5.5%
CCCCNc1nc(-c2ccccc2)cc(C(F)(F)F)c1C(N)=O
 : -5.6%, 8.6%, -7.0%
COc1ccc(-c2nc(-c3cccs3)c(-c3cccs3)[nH]2)cc1O
 : -7.0%, -5.6%, -17.1%
C[C@@H]1CN([C@H](C)CO)C(=O)c2cc(NC(=O)Nc3cccc4ccccc34)ccc2O[C@H]1CN(C)Cc1ccc(C(F)(F)F)cc1
 : -11.6%, /, -23.3%
COC(=O)c1cc(Cl)ccc1NC(=O)Cn1c(C)cc(C)c(C#N)c1=O
 : 2.9%, /, 9.2%

Every second line gives: KAT2A inh, N370S GC, FEN1 inhibitor
O=S1(=O)N=C2CCCCCN2C(c2ccncc2)N1 (centres undefined)
 : 0.9%, 0.1%, 6.3%
COc1ccccc1C(=O)Nc1cc2c(ccc3ccccc32)oc1=O
 : -13.9%, 4.2%, /
CCN(CC)c1ccc2c(O)cc(=O)oc2c1
 : -13.5%, -19.1%, -1.7%
C[C@]12CCC3c4ccc(O)cc4CCC3C1CCC2OC(=O)CCC1CCCC1 (some centres undefined)
 : -28.4%, -2.4%, /
CCCC[C@@H]1CCCO[C@@](C(=O)NCc2cc(C)n(C)n2)(C(F)(F)F)C1
 : /, 22.5%, -6.1%&0.7%
S=C1NC[C@H](CC2CCCCC2)N1CCCCC1CCCCC1
 : -3.3%, 9.5%, -0.4%
O=C(COC(=O)c1cncc(Br)c1)NC1CCCCC1
 : -4.1%, -2.5%, 0.6%
Cc1ccc(C)c(S(=O)(=O)N(C)Cc2cccs2)c1
 : -11.6%, /, -13.3%
O=C(NCCC1=CCCCC1)c1cc2c(s1)CS(=O)(=O)C2
 : -14.2%, -0.3%, -1.7%
CCN1CCN(Cc2c(OC)ccc3ccccc23)CC1
 : 1.1%, 0.0%, 9.4%
Cc1nn(CC2CC2)c(=O)n1-c1ccc(Oc2ccccc2)cc1
 : -5.0%, -2.7%, -4.2%
O=S(=O)(/N=C(\c1ccccc1)N1CCOCC1)c1ccc(Cl)cc1
 : 0.5%, -2.9%, 4.8%
N#Cc1ccccc1-c1cncnc1NCc1cccnc1
 : -21.6%, ?, /
Cc1cc(CNC(=O)COc2c(F)c(F)cc(F)c2F)c2ccccc2n1
 : -6.9%, -26.9%, -5.0%
Cc1cc(-c2ccc(C)c(S(=O)(=O)NCCC(C)N3CCCCCC3)c2)on1 (centres undefined)
 : 0.6%, -10.9%, -15.4%
CCn1nc(C)c(CN2CCCC(CO)(Cc3cccc(Cl)c3)C2)c1C (centres undefined)
 : -1.2%, -2.1%, -4.9%
CCN(c1ccccc1)S(=O)(=O)c1cccc(C(=O)NCc2cccnc2)c1
 : -13.3%, -26.3%, -0.8%
COC(=O)C1CCN(C(=O)c2cc3c(=O)n4cccc(C)c4nc3n2Cc2ccccc2)CC1
 : 1.0%, 3.2%, 7.0%
CC(C)(C)c1ccc(C(=O)NCCC(=O)Nc2ccc(S(=O)(=O)Nc3nccs3)cc2)cc1
 : -16.7%, -11.5%, 9.8%
Cc1c(Cl)cccc1NC(=O)Nc1c[nH]c(=O)[nH]c1=O
 : -13.8%, /, -1.9%
COc1ccc(-c2nc3ccccc3n2CCC(C)C)cc1OC
 : -2.8%, 1.2%, 14.4%
Cc1cc(C)cc(NC(=O)CNS(=O)(=O)c2ccc3nc(C)sc3c2)c1
 : 0.7%, /, 3.2%
CCCN1C(=O)c2ccccc2NC1c1ccc(OC)c(CSc2ccccn2)c1 (centres undefined)
 : -3.4%, 18.1%, -13.1%
O=C(Nc1nc(-c2ccccc2)cs1)NC1CCCCC1
 : -2.5%, 16.4%, -2.9%
O=C1CCC(=O)N1CNc1ccc(Oc2ccccc2)cc1
 : /, -17.8%, 3.8%
O=c1cc(CSc2nnnn2-c2ccccc2)nc2nc[nH]n12
 : -2.0%, -1.6%, 8.7%
Cc1ccc(N2C(=O)CC(Sc3ncccn3)C2=O)cc1C (centres undefined)
 : -13.8%, -3.5%, 2.8%
COc1ccc(-n2ncc3c2ncn2nc(-c4ccc(Cl)cc4Cl)nc32)cc1
 : -0.8%, /, 1.6%
N=P(N1CCOCC1)(N1CCOCC1)C12CC3CC(CC(C3)C1)C2
 : 1.5%, 3.8%, -3.0%
CC(=O)c1ccc(S(=O)(=O)NCC2(N3CCOCC3)CCCCC2)cc1
 : 3.4%, /, 0.3%

Arranged by molecular weight (lowest first): some entries from above.
Every second line gives: KAT2A inh, N370S GC, FEN1 inhibitor
O=S1(=O)N=C2CCCCCN2C(c2ccncc2)N1 (centres undefined)
 : 0.9%, 0.1%, 6.3%
Cc1ccc(C)c(S(=O)(=O)N(C)Cc2cccs2)c1
 : -11.6%, /, -13.3%
O=C1CCC(=O)N1CNc1ccc(Oc2ccccc2)cc1
 : /, -17.8%, 3.8%
O=C(Nc1nc(-c2ccccc2)cs1)NC1CCCCC1
 : -2.5%, 16.4%, -2.9%
Cc1ccc(N2C(=O)CC(Sc3ncccn3)C2=O)cc1C (centres undefined)
 : -13.8%, -3.5%, 2.8%
O=C(NCCC1=CCCCC1)c1cc2c(s1)CS(=O)(=O)C2
 : -14.2%, -0.3%, -1.7%
O=C(COC(=O)c1cncc(Br)c1)NC1CCCCC1
 : -4.1%, -2.5%, 0.6%
COc1ccccc1C(=O)Nc1cc2c(ccc3ccccc32)oc1=O
 : -13.9%, 4.2%, /
O=S(=O)(/N=C(\c1ccccc1)N1CCOCC1)c1ccc(Cl)cc1
 : 0.5%, -2.9%, 4.8%
CCCC[C@@H]1CCCO[C@@](C(=O)NCc2cc(C)n(C)n2)(C(F)(F)F)C1
 : /, 22.5%, -6.1%&0.7%
Cc1cc(CNC(=O)COc2c(F)c(F)cc(F)c2F)c2ccccc2n1
 : -6.9%, -26.9%, -5.0%
CCN(c1ccccc1)S(=O)(=O)c1cccc(C(=O)NCc2cccnc2)c1
 : -13.3%, -26.3%, -0.8%
Cc1cc(-c2ccc(C)c(S(=O)(=O)NCCC(C)N3CCCCCC3)c2)on1 (centres undefined)
 : 0.6%, -10.9%, -15.4%
CCCN1C(=O)c2ccccc2NC1c1ccc(OC)c(CSc2ccccn2)c1 (centres undefined)
 : -3.4%, 18.1%, -13.1%
CC(C)(C)c1ccc(C(=O)NCCC(=O)Nc2ccc(S(=O)(=O)Nc3nccs3)cc2)cc1
 : -16.7%, -11.5%, 9.8%

Remaining list, next part:
Every second line gives: KAT2A inh, N370S GC, FEN1 inhibitor
CCCCCC(=O)Nc1cc(S(=O)(=O)N2CCOCC2)ccc1N1CCCCC1
 : -4.6%, 1.1%, 3.2%
CC1CC(C)CN(C(=O)C(C)N(C)CC(=O)Nc2ccc(F)cc2)C1 (centres undefined)
 : -6.9%, /, -1.9%
COc1ccc(S(=O)(=O)N(CC(=O)NCc2ccncc2)c2ccc(C)cc2)cc1Br
 : -4.4%, ?, -24.7%
COc1ccc(-c2cc(=O)[nH][nH]2)cc1OC
 : -2.8%, -1.4%, 1.0%
CCOc1ccccc1C(=O)OCC(=O)NCCNC(=O)COC(=O)c1ccccc1OCC
 : -0.4%, -5.1%, 7.9%
NN1C(=O)NC(c2ccccc2)(c2ccccc2)C1=O
 : 0.5%, 1.1%, 3.1%
Cc1sc(NC(=S)NC(=O)CCc2ccccc2)c(C(N)=O)c1C
 : 4.0%, -3.7%, -3.5%
CCOc1ccc(CCNC(=O)C2CC(C)=CCC2C(=O)O)cc1OCC (centres undefined)
 : 3.8%, -17.4%, -3.8%
CCn1ccnc1CN1CCCC(C(=O)c2ccc3c4c(cccc24)CC3)C1 (centres undefined)
 : -0.1%, 2.9%, -6.5%
O=C(Nc1ccc2nc(-c3ccco3)c(-c3ccco3)nc2c1)N1CCCCCC1
 : 14.1µM*, -1.7%, 50.1µM*
c1nc(N2CCCCCC2)c2[nH]cnc2n1
 : -1.7%, -7.5%, 1.5%
CCOC(=O)c1ccc(NC(=O)c2nc[nH]c2C(=O)NCc2ccccc2)cc1
 : -10.6%, 3.3%, 16.5%
CCN(CC)C(=O)Cn1nnc2sc(-c3ccccc3)cc2c1=O
 : -2.5%, /, -6.5%
CC(=O)NC(C)c1nc2ccccc2n1CC(=O)NC(C)CCc1ccccc1 (centres undefined)
 : -1.2%, -2.4%, 1.4%
CCOc1ccc(S(=O)(=O)Nc2ccc3c(c2)n(C)c(=O)n3C)cc1
 : 1.7%, 0.0%, -8.0%
COC(=O)N[C@H](CC(C)=O)c1cccc(C(F)(F)F)c1
 : -2.6%, 16.8%, -16.7%
CCc1ccc(NC(=O)Cn2ccn(-c3ccc(OC)cc3)c(=O)c2=O)cc1
 : -10.0%, /, 0.4%
CCOC(=O)c1[nH]c(C)c(C(=O)OCc2c(C)noc2C)c1C
 : 2.0%, 5.2%, 11.5%
CCOC(=O)c1sc2ncn(CC(=O)Nc3cccc(C)c3)c(=O)c2c1C
 : -4.4%, /, -3.0%
C#CCOc1ccccc1/C=C1/C(=O)ON=C1C
 : 3.8%, -2.7%, -4.4%
CCOC(=O)c1ccc(NC(=O)CSc2nnc(-c3cccs3)n2CC)cc1
 : 5.0%, 0.5%, 2.1%
COc1ccccc1C1(CC(=O)O)CCOC(C)(C)C1 (centres undefined)
 : -2.4%, -1.3%, 2.5%
CC1C(C)C(O)(c2ccccc2)CCN1C (centres undefined)
 : -7.3%, -4.2%, -9.5%
CCCCC/C=C\C[C@H](O)/C=C/C=C\C/C=C\CCCC(=O)O
 : 4.7%, 10.4%&-11.7%, /

Assay outcomes (PubChem)

The order is random; overall some 0.54% were active at least once.
